KOR beta-arrestin-1 – kappa opioid receptor activators – cell-based, luminescence, uHTS, primary screen (AID 1777); KOR beta-arrestin recruitment, luminescence; higher % means a stronger effect; one-dose activation, % at 10 µM; EC50 in µM for titrated hits; actives 0.02% (n = 280,000); in the data active = activation above about 50%, passing the limit was not always enough; note: a part of the inactive calls stands beside numbers as strong as those of hits
NOD1 inhibition – inhibition of NOD1-driven NF-kB reporter – cell-based, luminescence, uHTS, primary screen (AID 1578). NOD1-driven NF-kB luciferase reporter cells, luminescence; higher % means a stronger effect. one-dose inhibition, % at 4 µM; EC50 in µM for titrated hits. actives 1% (n = 290,000); in the data active = inhibition mostly above about 36%, no sharp cut-off; inactive = mostly below about 34%;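 note: HEK-293T reporter cells stimulated with the NOD1 agonist gamma-tri-DAP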
LYP phosphatase – inhibitors of LYP phosphatase, biochemical, fluorescence intensity, uHTS (AID 1779) | recombinant LYP phosphatase, fluorescence intensity; higher % means a stronger effect | inhibition, % at 11.5 µM, or IC50 in µM where a hit was titrated | actives 0.054% (n = 290,000);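 note: plate controls were vehicle with enzyme for no effect and no enzyme for full effect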
KOR beta-arrestin-2 – kappa opioid receptor blockers – cell-based, luminescence, uHTS (AID 1778); KOR beta-arrestin recruitment, luminescence, antagonist mode; higher % means a stronger effect; actives 0.091% (n = 290,000); one-dose inhibition, % at 10 µM; IC50 in µM for titrated hits; note: strong numbers were not always called active
NOD2 inhibition – NOD2 signaling inhibitors, cell-based, luminescence, uHTS, HEK293 (AID 1566); HEK293 NOD2/NF-kB luciferase reporter, luminescence; higher % means a stronger effect; actives 0.63% (n = 290,000); inhibition, % at 4 µM, or EC50 in µM where a hit was titrated; note: many of its hits are not listed in these tables
Starred values were filed as active, the others as inactive; . = not tested or not shown. Cut-off read from the data, not from the text of the source, unless noted: active = inhibition above about 50%; inactive = the rest.

[1] CCN(CC)CCn1c(NC(=O)c2ccccc2O)nc2ccccc21
[2] Cc1ccc(-c2csc(N3CCC[C@@H]3C(=O)NCCn3c(C(F)(F)F)nc4ccccc43)n2)cc1
[3] C[C@H](NC(=O)N1CCn2c1nc1ccccc12)C(=O)NCc1ccc2c(c1)OCO2
[4] COc1cc(Cl)c(C)cc1NC(=O)Cn1c(NCCO)nc2ccccc21
[5] FC(F)(F)c1nc2ccccc2n1CCNc1nc(CN2CCCCC2)cs1

Assay by compound | 1 | 2 | 3 | 4 | 5
KOR beta-arrestin-1 | . | . | . | . | .
NOD1 inhibition | 19.0% | -10.8% | -24.1% | 7.1% | -29.1%
LYP phosphatase | -7.0% | 7.6% | -5.2% | -11.1% | -8.2%
KOR beta-arrestin-2 | . | . | . | . | .
NOD2 inhibition | -8.0% | -12.0% | 8.5% | 17.4% | 19.6%

[6] NNC(=O)Cn1c(-c2ccccn2)nc2ccccc21
[7] O=c1[nH]nc(-c2ccccc2)c2ccccc12
[8] Cc1ccc(-c2csc(N3CCC[C@@H]3C(=O)NCCn3c(-c4ccncc4)nc4ccccc43)n2)cc1
[9] c1ccc2c(c1)nc1n2CCN1CCN1CCCC1
[10] COc1ccccc1OCCSc1nc2ccccc2n1CC(N)=O

Assay by compound | 6 | 7 | 8 | 9 | 10
KOR beta-arrestin-1 | . | . | . | . | .
NOD1 inhibition | -10.4% | 3.0% | -23.2% | -2.2% | -7.4%
LYP phosphatase | -5.1% | 0.9% | -4.6% | -4.3% | -4.1%
KOR beta-arrestin-2 | . | . | . | . | .
NOD2 inhibition | 3.6% | -22.7% | 11.1% | 1.2% | -2.7%

[11] CCC(C)[C@H](NC(=O)N1CCn2c1nc1ccccc12)C(=O)NCc1ccccc1 (stereo not given in full)
[12] N=c1n(CCN2CCCCC2)c2ccccc2n1CC(=O)c1ccc(Cl)c(Cl)c1
[13] CSCC[C@H](NC(=O)N1CCn2c1nc1ccccc12)C(=O)NC1CCCCC1
[14] COCCN1CCn2c(nc3cc(NC(=O)Cn4nc(C)c5ccccc5c4=O)ccc32)C1
[15] Cc1cc(C)n(-c2ccc(S(=O)(=O)N3CCOCC3)cc2[N+](=O)[O-])n1

Assay by compound | 11 | 12 | 13 | 14 | 15
KOR beta-arrestin-1 | . | . | . | . | .
NOD1 inhibition | -0.4% | -1.1% | -19.2% | -3.0% | -2.4%
LYP phosphatase | -7.3% | 2.0% | -2.3% | -10.7% | -3.4%
KOR beta-arrestin-2 | . | . | . | . | .
NOD2 inhibition | -2.9% | -17.5% | 17.8% | -12.5% | -2.4%

Random excerpt: 2 entries already listed.
[11] CCC(C)[C@H](NC(=O)N1CCn2c1nc1ccccc12)C(=O)NCc1ccccc1 (stereo not given in full)
[12] N=c1n(CCN2CCCCC2)c2ccccc2n1CC(=O)c1ccc(Cl)c(Cl)c1

Assay by compound | 11 | 12
KOR beta-arrestin-1 | . | .
NOD1 inhibition | -0.4% | -1.1%
LYP phosphatase | -7.3% | 2.0%
KOR beta-arrestin-2 | . | .
NOD2 inhibition | -2.9% | -17.5%

Remaining list, next part.
[16] CC(=O)Nc1cccc(OCCCNC(=O)C2CCC2)c1
[17] NC(=O)CC(NC(=O)c1ccccc1)c1ccc(NC2CCN(Cc3ccccc3)CC2)c([N+](=O)[O-])c1 (stereo not given)
[18] CCC(=O)Nc1nnc(/C=C/c2ccccc2)s1
[19] CC1CCN(C(=O)Cn2cnc3c2c(=O)n(C)c(=O)n3C)c2ccccc2S1 (stereo not given)
[20] CCN(CC)S(=O)(=O)c1ccc(NC2CCN(Cc3ccccc3)CC2)nc1

Assay by compound | 16 | 17 | 18 | 19 | 20
KOR beta-arrestin-1 | . | . | . | . | .
NOD1 inhibition | 4.7% | -16.7% | -8.3% | 0.8% | -31.1%
LYP phosphatase | -3.5% | -5.8% | 0.1% | -8.5% | 1.1%
KOR beta-arrestin-2 | . | . | . | . | .
NOD2 inhibition | -7.9% | -5.5% | -60.7% | -2.0% | -47.1%

[21] COc1ccc(CNC(=O)[C@H](CCSC)NC(=O)N2CCn3c2nc2ccccc23)cc1
[22] Cc1ccc(NC(=O)C2CC(=O)Nc3nc4ccccc4n32)c(C)c1 (stereo not given)
[23] Cc1ccc(C)c(S(=O)(=O)N2CCN(C(=O)Cn3cnc4c3c(=O)n(C)c(=O)n4C)CC2)c1
[24] Cc1ccc(/C=C2\SC(=S)N(CCCC(=O)NNC(=O)c3ccccc3O)C2=O)cc1
[25] CCc1cccc(CC)c1NC(=O)CN1CCc2cc(OC)c(OC)cc2C1

Assay by compound | 21 | 22 | 23 | 24 | 25
KOR beta-arrestin-1 | . | . | . | 2.0% | -3.4%
NOD1 inhibition | -14.8% | -1.0% | -23.2% | . | .
LYP phosphatase | -11.4% | -12.0% | -9.5% | 3.3% | -2.5%
KOR beta-arrestin-2 | . | . | . | -2.8% | 1.5%
NOD2 inhibition | 14.4% | 12.0% | 4.4% | . | .

[26] COc1ccc(C(=O)NC2CCCc3c2cnn3-c2ccccc2F)cc1OC (stereo not given)
[27] COc1ccc(OCc2cc(C(=O)N3CCC(c4ccccc4)CC3)no2)c(Cl)c1
[28] CC(=O)NC(c1cccc([N+](=O)[O-])c1)c1ccc2cccnc2c1O (stereo not given)
[29] O=C(CCl)N=c1sccn1Cc1ccccc1Cl
[30] COc1ccc(C)cc1NC(=O)CSc1ccc(-c2ccco2)nn1

Assay by compound | 26 | 27 | 28 | 29 | 30
KOR beta-arrestin-1 | -1.0% | 8.6% | -2.3% | 6.7% | 6.9%
NOD1 inhibition | . | . | . | . | .
LYP phosphatase | -6.9% | -8.3% | -8.9% | -5.0% | -5.5%
KOR beta-arrestin-2 | -51.9% | 7.0% | -17.6% | -22.3% | -12.2%
NOD2 inhibition | . | . | . | . | .

An excerpt from above in order of SMILES length, ascending.
[29] O=C(CCl)N=c1sccn1Cc1ccccc1Cl
[18] CCC(=O)Nc1nnc(/C=C/c2ccccc2)s1
[16] CC(=O)Nc1cccc(OCCCNC(=O)C2CCC2)c1
[30] COc1ccc(C)cc1NC(=O)CSc1ccc(-c2ccco2)nn1
[22] Cc1ccc(NC(=O)C2CC(=O)Nc3nc4ccccc4n32)c(C)c1 (stereo not given)
[20] CCN(CC)S(=O)(=O)c1ccc(NC2CCN(Cc3ccccc3)CC2)nc1
[28] CC(=O)NC(c1cccc([N+](=O)[O-])c1)c1ccc2cccnc2c1O (stereo not given)

Assay by compound | 29 | 18 | 16 | 30 | 22 | 20 | 28
KOR beta-arrestin-1 | 6.7% | . | . | 6.9% | . | . | -2.3%
NOD1 inhibition | . | -8.3% | 4.7% | . | -1.0% | -31.1% | .
LYP phosphatase | -5.0% | 0.1% | -3.5% | -5.5% | -12.0% | 1.1% | -8.9%
KOR beta-arrestin-2 | -22.3% | . | . | -12.2% | . | . | -17.6%
NOD2 inhibition | . | -60.7% | -7.9% | . | 12.0% | -47.1% | .

[13] CSCC[C@H](NC(=O)N1CCn2c1nc1ccccc12)C(=O)NC1CCCCC1
[27] COc1ccc(OCc2cc(C(=O)N3CCC(c4ccccc4)CC3)no2)c(Cl)c1
[15] Cc1cc(C)n(-c2ccc(S(=O)(=O)N3CCOCC3)cc2[N+](=O)[O-])n1
[24] Cc1ccc(/C=C2\SC(=S)N(CCCC(=O)NNC(=O)c3ccccc3O)C2=O)cc1
[23] Cc1ccc(C)c(S(=O)(=O)N2CCN(C(=O)Cn3cnc4c3c(=O)n(C)c(=O)n4C)CC2)c1
[17] NC(=O)CC(NC(=O)c1ccccc1)c1ccc(NC2CCN(Cc3ccccc3)CC2)c([N+](=O)[O-])c1 (stereo not given)

Assay by compound | 13 | 27 | 15 | 24 | 23 | 17
KOR beta-arrestin-1 | . | 8.6% | . | 2.0% | . | .
NOD1 inhibition | -19.2% | . | -2.4% | . | -23.2% | -16.7%
LYP phosphatase | -2.3% | -8.3% | -3.4% | 3.3% | -9.5% | -5.8%
KOR beta-arrestin-2 | . | 7.0% | . | -2.8% | . | .
NOD2 inhibition | 17.8% | . | -2.4% | . | 4.4% | -5.5%

(listing goes on)
[31] CCN(c1ccc(C)cc1)S(=O)(=O)c1nnc(NC(=O)c2ccco2)s1
[32] COCCN1CCN(C(=O)c2ccc3nc(Cc4ccc(OC)c(OC)c4)oc3c2)CC1
[33] COc1ccc(OC)c(Nc2c3ccccc3nc3ccccc23)c1
[34] Cc1ccc[n+](CC(=O)Nc2ccc(Cl)c([N+](=O)[O-])c2)c1
[35] C=C(C(=O)c1ccccc1)C(C(=C)C(=O)c1ccccc1)c1ccc(OC)cc1

Assay by compound | 31 | 32 | 33 | 34 | 35
KOR beta-arrestin-1 | 1.0% | -4.0% | 5.5% | 2.0% | 1.3%
NOD1 inhibition | . | . | . | . | .
LYP phosphatase | -5.2% | -8.7% | -5.4% | 1.0% | -6.7%
KOR beta-arrestin-2 | 3.9% | 8.5% | -23.0% | -32.5% | 27.5%
NOD2 inhibition | . | . | . | . | .

[36] CCOC(=O)C1CCN(C(=O)Cn2cnc3sc(C)c(S(=O)(=O)N4CCC(C)CC4)c3c2=O)CC1
[37] COc1cc(CNc2ccc3[nH]c(=O)[nH]c3c2)ccc1OCc1c(F)cccc1Cl
[38] COc1cc(-c2cc(C(=O)Nc3ccc(N4CCOCC4)cc3)c3ccccc3n2)cc(OC)c1OC
[39] O=C(COC(=O)/C=C/C(=O)OCC(=O)Nc1ccccc1F)Nc1ccccc1F
[40] O=C(CN1CCN(c2cccc(Cl)c2)CC1)Nc1ccc(S(=O)(=O)N2CCOCC2)cc1

Assay by compound | 36 | 37 | 38 | 39 | 40
KOR beta-arrestin-1 | -2.2% | -3.5% | -2.1% | -2.0% | 16.2%
NOD1 inhibition | . | . | . | . | .
LYP phosphatase | -2.5% | -6.7% | -3.0% | -3.3% | -6.7%
KOR beta-arrestin-2 | -18.8% | 20.4% | 4.2% | 19.9% | -18.2%
NOD2 inhibition | . | . | . | . | .

[41] Cc1ccc(S(=O)Cc2ccc(C(=O)N3CCN(C4CCCCC4)CC3)o2)cc1 (stereo not given)
[42] CC(=O)c1ccc(-n2c(C)c(C(C)=O)c3cc(O)ccc32)cc1
[43] COc1ccc(Br)cc1/C=C/c1ccc2cccc(O)c2n1
[44] COc1cccc(-c2nc(CS(=O)(=O)CC(=O)NCCc3ccccc3)c(C)o2)c1
[45] COc1ccc(N(Cc2cc3cc(OC)ccc3[nH]c2=O)S(=O)(=O)c2ccc(NC(C)=O)cc2)cc1

Assay by compound | 41 | 42 | 43 | 44 | 45
KOR beta-arrestin-1 | -2.4% | 2.2% | 3.0% | 3.6% | -0.4%
NOD1 inhibition | . | . | . | . | .
LYP phosphatase | -10.5% | -1.9% | -3.5% | -13.6% | -10.7%
KOR beta-arrestin-2 | -9.9% | -7.3% | 1.6% | -5.6% | 35.1%
NOD2 inhibition | . | . | . | . | .

[46] Cc1ccc(NC(=O)c2nc(S(=O)(=O)Cc3ccccc3C)ncc2Cl)cc1C
[47] CC(=O)Nc1ccc2nc(NC(=O)c3ccc([N+](=O)[O-])s3)sc2c1
[48] O=C(CCl)Nc1ccccc1C(=O)Nc1ccc2c(c1)OCO2
[49] CN(C)c1ccc(C(C(=O)NCc2ccccc2)N(Cc2ccco2)C(=O)c2snc(C(N)=O)c2N)cc1 (stereo not given)

Assay by compound | 46 | 47 | 48 | 49
KOR beta-arrestin-1 | 0.6% | 1.1% | 0.6% | -1.2%
NOD1 inhibition | . | . | . | .
LYP phosphatase | -0.2% | 2.0% | -4.7% | 1.4%
KOR beta-arrestin-2 | 9.9% | 14.0% | 19.4% | -13.4%
NOD2 inhibition | . | . | . | .

Screening data: PubChem, Sanford-Burnham Center for Chemical Genomics

Only part of the results is shown. The share of hits here may be higher or lower than overall.
